# RmlC RmlD mix: mixture blocks RmlC and RmlD coupled enzyme activity; RmlC/RmlD coupled enzyme inhibition, 384-well mixture HTS; inhibition, % at 5.5 µM; actives 0.39% (n = 110,000); AID 1532; in the data active = inhibition above about 30%, passing the limit was not always enough; inconclusive = no clear call, values can overlap the other calls; note: strong numbers were not always called active
# RT RNaseH block: blocks HIV-1 RNase H cleavage of RNA/DNA duplex. inhibition, % at 10 µM. P04585. actives 1.9% (n = 65,000). RT-RNase H RNA/DNA duplex cleavage, fluorescence. AID 565; in the data active = inhibition above about 50%
# The depositor's hits bear a star; u = inconclusive; x = no result given.
# Order of results: RmlC RmlD mix	RT RNaseH block
CCc1[nH]nc2c1C(c1cccnc1)C(C#N)=C(N)O2 (centres undefined)
 : 0.9	-1.1
CCOC(=O)c1cc(CC)sc1NC(=O)COC
 : 7.7	-17.5
CCC/C=C(\CCC)C(NS(=O)(=O)c1cccc2cccnc12)c1ccc(C(=O)OC)cc1 (centres undefined)
 : -7.4	x
Cc1nn(-c2ccccc2)c2c1C(c1ccncc1)C(C#N)=C(N)O2 (centres undefined)
 : -14.8	16.8
CCN(CC)c1ccc(C2C(C(=O)Nc3ccccn3)=C(C)NC3=C2C(=O)CC(C)(C)C3)cc1 (centres undefined)
 : -15.3	19.5
Cc1ccc(-n2c(SCC(=O)Nc3nccs3)nc3c(c2=O)SCC3)cc1
 : x	24.2
COc1cc(C(=O)O)ccc1OCc1c(C)noc1C
 : -0.8	x
CCOC(=O)c1c(O)c2c([nH]c1=O)CCCC2
 : 1.9	x
O=C1CCCC(=O)C1=Cc1c[nH]c2ccccc12
 : -5.8	x
COc1ccc(C(=O)c2c(-c3ccc(OC)cc3)oc3ccc(-c4ccc(OC)nc4)cc23)cc1
 : -26.8	x
O=c1cc(CO)occ1OCc1cccc(C(F)(F)F)c1
 : u	x
COc1ccc(-c2c(-c3ccsc3)oc3ccc(N4CCOCC4)cc23)cn1
 : -78.7	x
CCOC(=O)c1sc(=NC(=O)c2ccc(OC)c(OC)c2)n(C)c1C
 : x	-2.6
Cc1cccc(Nc2ccccc2C(=O)OCC(=O)N2CCOCC2)c1C
 : -11.0	-17.6
COC(=O)c1ccc2c(c1)nc(C)n2CCO
 : -12.0	4.1
OC1(c2cccc(C(F)(F)F)c2)CCN(c2ccc(-c3ccccc3)nn2)CC1
 : -13.7	0.4
COc1ccc(-c2nnc3n2N=C(C)CS3)cc1
 : 6.0	x
CCN(CC)C(=O)COc1cc(C)c(Cl)c(C)c1
 : -10.2	x
CCCOc1ccc(C(=O)Nc2ccc(N3CCN(C(C)=O)CC3)cc2)cc1
 : -14.4	-0.7
COc1c(C)cc(Br)cc1C(=O)Nc1ccc(N2CCN(S(C)(=O)=O)CC2)cc1
 : -8.2	17.1
COC(=O)Cn1c(C)c(C(C)=O)c(C(C)=O)c1C
 : 0.0	-10.1
O=[N+]([O-])c1nn(-c2ccc3c(c2)OCCO3)n(O)c1=NCc1ccccc1Cl
 : 3.0	x
O=C1Cc2ccccc2N1c1c(Cl)cccc1Cl
 : -8.2	x
O=C(Nc1ccc(N2CCN(C(=O)c3ccco3)CC2)c(Cl)c1)c1c(F)c(F)c(F)c(F)c1F
 : -7.5	15.0
CC(=O)N1CCc2cc(Br)cc(S(=O)(=O)NCC3CCCO3)c21 (centres undefined)
 : 4.5	-54.9
COc1ccc(NS(=O)(=O)c2ccc3oc(SC4CCOC4=O)nc3c2)cc1 (centres undefined)
 : -9.4	x
CN1C(C(=O)NCc2cccc(Br)c2)CC2Cn3c(nc4cc5ccccc5cc43)C21 (centres undefined)
 : 6.6	x
C=C(C)c1cccc(C(C)(C)NC(=O)N2CC(C)OC(C)C2)c1 (centres undefined)
 : 9.4	-0.4
N#Cc1cccc(-c2cn(S(=O)(=O)c3ccc(Cl)cc3)nc2N)c1
 : -13.1	-6.0
COc1cc(NC(=O)Cn2nnc(-c3ccncc3)n2)cc(OC)c1
 : -0.4	2.4

# Order of results: RmlC RmlD mix	RT RNaseH block
Cc1nnc(NC(=O)c2cccc(S(=O)(=O)N3CCOCC3)c2)s1
 : -11.9	x
CC(=S)/C=C1\Sc2ccccc2N1C
 : -7.7	x
COC(=O)c1cc(OC)c(OC)cc1NC(=O)c1cc(C)on1
 : x	-1.8
N#CC1=C(SCc2ccccc2)NC(=O)CC1c1cccc(O)c1 (centres undefined)
 : -8.3	-5.6
CCn1nnc(NC(=O)c2cccc(-c3cc4ccccc4oc3=O)c2)n1
 : 55.9	-0.1
CC1(C)CC(=O)C(C=NCCc2ccc(O)cc2)=C(O)C1
 : 15.1	3.7
CC1(C(=O)N2CC3(CC(c4ccccc4)=NO3)C[C@H]2C(=O)NCC(N)=O)CC1 (some centres undefined)
 : 4.7	x
O=C(NCc1ccco1)c1nc2ccccc2s1
 : -7.1	-4.0
CNC(=O)N(c1ccccc1)c1ccccc1
 : -15.7	-12.7
COc1ccccc1N1CCN(CC(=O)Nc2c(C)n[nH]c2C)CC1
 : 2.2	1.6
O=C(NCc1ccccc1)c1c(O)c2cccc3c2n(c1=O)CCC3
 : -10.6	-35.4
Cn1c(CN2CCN(c3ccc(Cl)cc3)CC2)nc2ccccc21
 : 9.0	-6.2
Cn1c(CCN2CCCCC2)nc2cc(NC(=O)Nc3ccccc3)ccc21
 : -11.5	4.1
Nn1c(SCc2cccc3ccccc23)nnc1-c1ccco1
 : 14.0	3.9
COc1cc(Cl)ccc1S(=O)(=O)n1nc(C)cc1C
 : 1.2	-17.4
CCSc1nnc(-c2cccnc2)n1Cc1ccco1
 : 5.8	x
Cc1cccc(-c2nnc3n2N=C(c2ccc(Br)cc2)CS3)c1
 : 7.5	39.9
CCOC(=O)/C(=N/Nc1ccc(Cl)cc1)S(=O)(=O)c1ccc(Cl)cc1
 : 16.4	x
O=[N+]([O-])c1cc(Cl)ccc1NCCNc1ncc(C(F)(F)F)cc1Cl
 : 12.1	x
CCOc1nc(C)ccc1-c1noc(-c2ccccc2OC)n1
 : -11.3	0.3
O=C(c1ccco1)N(Cc1ccco1)c1ccc(O)cc1
 : -6.2	-6.9
c1ccc(-n2nnnc2SCc2ccccn2)cc1
 : 104.1	x
CCCS(=O)(=O)c1c(S(=O)(=O)CCC)c2ccccn2c1C(=O)OC
 : -7.6	2.6
Cc1ccc(-n2nnc(-c3cc4ccccc4nc3Cl)n2)cc1
 : -2.9	x
CCN(CC)S(=O)(=O)c1cccc(NC(=O)C2SC(=Nc3ccc(C)cc3C)C(C(=O)NCC3CCCO3)=C2N)c1 (centres undefined)
 : -28.2	x
CCc1nc2c(cnn2-c2ccc(Cl)cc2)c(=O)n1-c1ccc(OC)cc1
 : -12.2	-19.6
Cc1ccccc1OCCN=Cc1c(O)n(C)c(=O)n(C)c1=O
 : -16.7	x
CC(C)COC(=O)c1ccc(NC(=O)C2C3C=CC(C3)C2C(=O)O)cc1 (centres undefined)
 : 8.4	-9.1
NC(=O)C(c1ccc(Cl)cc1)c1ccc(Sc2ccccc2)nn1 (centres undefined)
 : -3.6	x
COc1ccccc1C(=O)C(O)c1ccccc1OC (centres undefined)
 : -0.3	-39.7

# Order of results: RmlC RmlD mix	RT RNaseH block
COc1ccc(OCc2nc(N)nc(Nc3ccccc3)n2)cc1
 : 0.8	x
COC(=O)c1ccccc1NC(=O)c1cccc(NC(=O)c2ccc(Br)o2)c1C
 : -9.1	0.3
COc1ccc(Cl)cc1NC(=O)CSc1nnc(CN2CCOCC2)n1-c1ccc(Cl)cc1
 : -4.4	x
COc1cc2[nH]c(=S)n(Cc3ccco3)c(=O)c2cc1OC
 : -5.5	x
NC(=O)CSCc1c(Cl)cccc1Cl
 : -1.4	-22.7
COc1ccc(CCNc2oc(COc3ccccc3F)nc2C#N)cc1
 : -7.0	1.9
CC1(C)Cc2ccccc2-c2nnc(SCC(=O)Nc3ccc4c(c3)OCO4)n21
 : -14.8	-0.7
Fc1cccc(C2NC(=S)NC3=C2N2CCC3CC2)c1 (centres undefined)
 : 4.9	x
CCCOc1ccccc1C(=O)NCCCC(=O)O
 : 2.1	-7.2
COc1ccc(OC)c2c(N3CC(C)OC(C)C3)cc(C(F)(F)F)nc12 (centres undefined)
 : 11.7	-19.6
Cc1cc(NC(=O)COC(=O)C2CCCN2C(=O)c2cccs2)no1 (centres undefined)
 : 7.5	0.7
O=C(c1ccccc1)c1ccc(N2CCOCC2)c(F)c1
 : -8.7	-11.8
O=S(=O)(c1ccccc1F)N1CCN(Cc2nc3ccccc3[nH]2)CC1
 : -60.8	x
CCOC(=O)Nc1cc(OCC)c(NC(=O)C2CC2)cc1OCC
 : -17.6	0.3
O=C(NCc1ccc2c(c1)OCO2)c1cc2c(s1)CS(=O)(=O)C2
 : 1.0	15.5
Cc1cc(NC(=O)c2ccc(Cn3nc(C)c(Br)c3C)o2)no1
 : -14.6	-5.1
Cc1nc(CS(=O)(=O)c2ccccc2)cc(N2CCOCC2)n1
 : -13.2	x
C/C(Nc1cccc(F)c1)=C(/C#N)C(N)=O
 : -3.5	-7.1
O=C(c1ccccc1)N1CCN(C2CC3CCC2C3)CC1 (centres undefined)
 : -4.6	-25.6
NC(=O)[C@@H]1CC2(CC(c3cccc(NC(=O)[C@@H]4CCC(=O)N4)c3)=NO2)CN1C(=O)Cc1ccc([N+](=O)[O-])cc1 (some centres undefined)
 : 5.4	x
CC1CCN(Cc2nc3c(c(=O)n(C)c(=O)n3C)n2Cc2c(F)cccc2Cl)CC1
 : x	-9.8
Cc1ccc(N(CC(=O)NCc2ccc(F)cc2)S(=O)(=O)c2cccs2)cc1
 : 3.2	x
COc1ccccc1N1CCN(C(c2ccccc2)c2nnnn2CCc2ccccc2)CC1 (centres undefined)
 : 3.4	x
CC(=O)Nc1ccc(S(=O)(=O)N2CCN=C2C)cc1
 : -12.7	-3.2
O=C(c1noc2c1CCCCC2)N1CCN(C(c2ccccc2)c2ccccc2)CC1
 : x	0.6
COc1ccc(S(=O)(=O)NCCc2ccc(F)cc2)cc1
 : 3.0	-16.3
NC1=NC(c2cn(-c3ccccc3)nc2-c2cccs2)n2c(nc3ccccc32)N1 (centres undefined)
 : x	-14.9
O=C(Nc1cccc(Cl)c1)OCc1cncs1
 : -6.1	x
CC(C)CC(=O)Nc1ncnc2c1C(=O)CC(C)(C)C2
 : -5.5	-4.8
O=C1c2ccccc2C(=O)C12OC(c1ccccc1)C1(C(=O)c3ccccc3C1=O)C2c1cccc([N+](=O)[O-])c1 (centres undefined)
 : 3.0	x

# Order of results: RmlC RmlD mix	RT RNaseH block
O=C1N2CCSC2=NC1(Nc1ccccn1)C(F)(F)F (centres undefined)
 : 8.0	-10.8
CC(=O)Nc1ccc(N2CCOCC2)c(C(=O)Nc2cccc(C)c2)c1
 : 9.1	-2.5
O=C(CN1CCN(c2ccccn2)CC1)Nc1ccc2ccccc2c1
 : 8.5	-7.6
CCCNS(=O)(=O)c1ccc(OCC(=O)Nc2ccc3c(c2)OCCO3)cc1
 : 10.0	x
CCn1cc(C(=O)N2CCn3c(nc4ccccc43)C2)c(=O)c2ccc(C)nc21
 : -5.9	-6.0
CC(C)(C)OC(=O)N1CCC2(CC1)Oc1ccc(Cl)cc1C(=O)C21CC(c2ccc(Cl)cc2)=NO1 (centres undefined)
 : 5.7	x
O=C(Cn1cnc2ccccc21)NCCCN1CCOCC1
 : -11.6	-1.6
CC(=O)Nc1ccc(S(=O)(=O)NCC2CCC(C(=O)N3CCCCCC3)CC2)cc1 (centres undefined)
 : x	6.8
Cc1ccc(-c2noc(CN3CCN(C(c4ccccc4)c4ccccc4)CC3)n2)cc1
 : -9.5	x
N#Cc1ccc(C23CC4(C2)[C@H](CN(Cc2ccc(-c5ccccc5)cc2)[C@@H]4c2ccccc2)C3c2ccccc2)cc1 (some centres undefined)
 : -1.2	x
CN(Cc1cc2ccccc2[nH]c1=O)S(C)(=O)=O
 : 8.0	-1.1
CCN1CCN(S(=O)(=O)c2cc(C)c(OC)cc2C)CC1
 : -10.3	-6.8
COC(=O)/C=C/c1cc(F)ccc1S(=O)(=O)NC(C)(C)C
 : 3.1	x
N#CC12C(N)=NC3(OCCO3)C1(C#N)C1=C(CCC1)NC2c1ccccc1 (centres undefined)
 : -11.7	-5.1
O=C(O)C1C2C=CC(O2)C1C(=O)NC1CCCc2ccccc21 (centres undefined)
 : 7.7	-2.1
O=C1c2ccccc2S(=O)(=O)c2cc(C(=O)N3CCN(c4ncccn4)CC3)ccc21
 : 7.2	x
Cc1sc(NC(=O)COc2cccc(-n3cnnn3)c2)c(C#N)c1C
 : -7.1	-12.9
COc1ccc(NC(=O)CCCN2C(=O)CCC2=O)cc1Cl
 : 9.0	15.7
Cc1cccc(-c2nc(CS(=O)CC(=O)N3CCCCC3)c(C)o2)c1 (centres undefined)
 : 4.3	-7.7
CCN(CC)c1cccc(OC2=NS(=O)(=O)c3ccccc32)c1
 : 124.6	55.5*
C/C(=N\NS(=O)(=O)c1ccc(Cl)cc1)c1ccc(O)cc1
 : -14.9	x
CCOc1ccc2nc(NC(=O)c3cnccn3)sc2c1
 : x	9.8
CC1CCN(C(=O)COC(=O)c2cc(Cl)cc(Cl)c2N)CC1
 : -11.4	x
O/N=C1/CCc2cccc3cccc1c23
 : -14.8	-35.5
CCOC(=O)c1c(NC(=O)CSc2ncn[nH]2)sc(C)c1C
 : 11.1	-51.9
Cc1ccc(-c2oc3ccccc3c(=O)c2O)cc1
 : -4.7	-4.9
N#Cc1nc(-c2ccc(OCc3ccc(Cl)cc3)cc2)oc1NCCCn1ccnc1
 : -49.2	16.2
O=C1C=CN(Cc2ccccc2)CC1
 : -2.2	x
O=C(CSc1nnc(-c2ccco2)o1)NCC(=O)c1ccccc1
 : -5.4	-3.9
CCOC(=O)CC1(C)NC(=O)c2c(C)sc(C(=O)OCC)c2N1 (centres undefined)
 : x	-17.1

# Order of results: RmlC RmlD mix	RT RNaseH block
CCc1ccc(S(=O)(=O)NCc2cn3cccc(C)c3n2)s1
 : 8.1	-26.0
Cc1cc(N2CCOCC2)c2c(N)c(Br)cc(C)c2n1
 : -6.1	-10.0
O=C1CCCC2=C1C(c1cccnc1)Nc1ccccc1N2 (centres undefined)
 : -8.8	-2.9
O=C(Nc1ccccc1)C1CCN(c2nccs2)CC1
 : 3.3	-1.1

# Complete entries, looked up by structure. Order of screens: RmlC RmlD mix | RT RNaseH block
# C/C(=N\NS(=O)(=O)c1ccc(Cl)cc1)c1ccc(O)cc1 as listed: -14.9 | x
# COC(=O)c1ccc2c(c1)nc(C)n2CCO as listed: -12.0 | 4.1
# Nn1c(SCc2cccc3ccccc23)nnc1-c1ccco1 as listed: 14.0 | 3.9
# CC(C)(C)OC(=O)N1CCC2(CC1)Oc1ccc(Cl)cc1C(=O)C21CC(c2ccc(Cl)cc2)=NO1 (centres undefined) as listed: 5.7 | x
# Cc1ccc(N(CC(=O)NCc2ccc(F)cc2)S(=O)(=O)c2cccs2)cc1 as listed: 3.2 | x

# Only part of the results is shown; the hit share may differ from the screen's.
